# PV pol inh: poliovirus RNA polymerase inhibition; P03300; poliovirus polymerase elongation, fluorescence polarization; active compounds read low; % elongation, % (compound at 16.7 µg/mL); 150,000 compounds, 0.66% hits; in the data active = % elongation below about 90%; also: some results filed as inactive read as strong as hits
# Target sequence (P03300 1749-2209 limits assumed): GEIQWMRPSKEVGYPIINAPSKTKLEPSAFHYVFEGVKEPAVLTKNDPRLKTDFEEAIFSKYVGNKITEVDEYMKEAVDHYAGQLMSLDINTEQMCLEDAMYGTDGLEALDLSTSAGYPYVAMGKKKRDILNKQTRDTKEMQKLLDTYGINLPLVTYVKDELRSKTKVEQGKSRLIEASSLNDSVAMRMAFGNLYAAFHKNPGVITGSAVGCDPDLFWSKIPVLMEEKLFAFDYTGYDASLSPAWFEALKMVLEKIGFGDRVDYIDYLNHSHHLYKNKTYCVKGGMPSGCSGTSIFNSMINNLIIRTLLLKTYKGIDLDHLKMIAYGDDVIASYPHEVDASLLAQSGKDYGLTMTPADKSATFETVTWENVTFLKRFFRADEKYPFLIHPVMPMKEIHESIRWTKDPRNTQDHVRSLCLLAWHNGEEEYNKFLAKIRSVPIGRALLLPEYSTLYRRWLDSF
# PV pol inh FP z-score: further read-out of PV pol inh, marked with its call; z-score; measured here: FP z-score; hits read low
# Starred values were filed as active, the others as inactive; & = joins results of further samples.
# Start of the data: the first two records as a preview:
SMILES,PV pol inh,PV pol inh FP z-score
COc1ccc(C(=O)NC2CC(=O)N(c3ccc4c(c3)OCCO4)C2)cc1 (stereo not given),108,0.5
O=C(NCN1CCN(CNC(=O)c2ccccc2)CC1)c1ccccc1,102,0

# The whole of this part, from the start:
SMILES,PV pol inh,PV pol inh FP z-score
COc1ccc(C(=O)NC2CC(=O)N(c3ccc4c(c3)OCCO4)C2)cc1 (stereo not given),108,0.5
O=C(NCN1CCN(CNC(=O)c2ccccc2)CC1)c1ccccc1,102,0
COc1cc(Cl)c(C)cc1NCC(=O)N1CCOCC1,101,-0.3
O=C1CC(c2nc3ccccc3[nH]2)CN1c1cccc(Cl)c1 (stereo not given),111,0.8
CC(C(=O)NCc1ccccc1)N1CCc2ccccc2C1 (stereo not given),102,-0.4
CC(=O)Oc1ccc2cc(-c3ccc4c(c3)OCCO4)c(=O)oc2c1,101,0.2
O=C(NCCn1cc(SCc2ccccc2)c2ccccc21)c1cccs1,103,-0.6
O=C(O)c1ccccc1C(=O)OCc1ccccc1,102,0.2
NC(=O)NC(=O)CSc1n[nH]c(-c2cccs2)n1,100,-0.3
CCOC(=O)CSc1nc2c(sc3ccccc32)c(=O)n1CCc1ccccc1,108,0.2
O=C(NCCCSc1ccccn1)Nc1nccs1,105,0.2
O=c1cc(O)n(Cc2ccco2)c(=S)[nH]1,96,-0.9
CNCc1ccc(C)cc1C,101,-0.4
Clc1ccc2c(Sc3nncn3-c3ccccc3)ccnc2c1,92,-1.9
CCc1c(O)c(Cc2ccccc2)c(=O)n(-c2nccs2)c1-c1ccccc1,112,0.9
CC(C)NC(=O)c1cccc2sc(N3CCCc4ccccc43)nc12,103,0
CN1C(=O)c2ccccc2C(C(=O)N2CCCCC2)C1c1cccs1 (stereo not given),102,0.2
CCCN(CCC)C(=O)Cn1c(=O)n(-c2cccc(C(F)(F)F)c2)c(=O)c2c(C)c(C)sc21,110,0.8
CCn1c(CSc2nc3ccc(C)cc3[nH]2)nc2cc(S(=O)(=O)N(C)C)ccc21,100,-0.5
CCn1c(SCC(=O)N2CCc3ccccc3C2)nnc1C(C)NC(=O)c1ccccc1 (stereo not given),101,-0.4
Cc1cc(=O)oc2c3c(ccc12)OCC3=O,101,-0.3
C=CCN(CC=C)S(=O)(=O)c1nc2nc(C)cc(C)n2n1,101,-0.2
CCOc1ccc(NCCC(=O)c2ccc3c(c2)OCO3)cc1,99,-0.8
O=C(c1cccc(S(=O)(=O)N2CCCC2)c1)N1CCCc2ccccc21,99,-1.2
Cc1ccc(NC(=O)c2ccco2)cc1NC(=O)CSc1ncnc2sc3c(c12)CCC3,105,1.2
N/C(=N\c1nc2c(c(=O)[nH]1)CCC2)Nc1ccccc1C(F)(F)F,101,-0.2
O=C(OCc1ccccc1)c1ccccc1,103,0.7
O=C(NC(Cc1ccccc1)C(=O)O)c1ccco1 (stereo not given),97,-1.4
CCCSCCCNC(=O)c1ccc2c(c1)nc1n2CCCCC1,111,0.6
COc1ccc(NC(=O)Cn2c(=O)n(CCC(=O)NCC3CCCO3)c(=O)c3cc(OC)c(OC)cc32)cc1 (stereo not given),105,0.1
COc1cc(S(=O)(=O)N2CCCCCCC2)ccc1-n1cnnn1,103,0.2
CN(C)c1ccc(C2C=C(c3ccccc3)Nc3ncnn32)cc1 (stereo not given),108,1.6
CCSC1=NC2(CCCCC2)Nc2ccccc21,100,-0.8
COc1c(O)cnn(C(C)(C)C)c1=O,101,0.1
COc1ccc(-c2c(-c3ccc(O)cc3O)n[nH]c2C)cc1OC,104,0.7
O=C(Nc1ccc(Br)cc1F)c1cc(S(=O)(=O)NC2CCCCC2)ccc1F,103,0
CC(OC(=O)c1ccc2ccccc2n1)C(=O)c1ccccc1 (stereo not given),107,0.5
O=C(c1cc2ccccc2oc1=O)N1CCN(Cc2ccc(Cl)cc2)CC1,105,1.4
Cc1nn(-c2nc3ccccc3[nH]2)c(N)c1-c1ccccc1,100,-0.3
O=C(CN1C(=O)COc2ccccc21)Nc1cccnc1,101,0.3
N#Cc1ccccc1Cn1c(=O)n(CCCC(=O)NCc2ccc3c(c2)OCO3)c(=O)c2sccc21,109,0.8
CCN(CC)C(=O)c1sc2c(c1C)c(=O)n(Cc1ccccc1)c(=O)n2Cc1cc(C)ccc1C,112,1.5
CCOC(=O)c1cc2c(=O)n3ccccc3nc2n(C(C)C)c1=NC(=O)C(C)(C)Oc1ccc(Cl)cc1,106,0.3
COc1ccc(N(CC(=O)NCCc2ccccc2)S(=O)(=O)c2c(C)nn(C)c2C)cc1,106,0.3
COCCCNC(=O)CN1C(=O)COc2ccc(S(=O)(=O)N3CCOCC3)cc21,102,-1
Cc1ccccc1-n1c(CSC(=N)N)nc2ccccc2c1=O,130,4.7
COC(=O)c1c(NC(=O)c2nc(SCc3ccc(F)cc3)ncc2Cl)sc2c1CCCC2,110,0.4
CC(C)C(=O)c1cn(CC(=O)N2CCCC2)c2ccccc12,102,0.3
COC(=O)c1cc(C(O)(C(F)(F)F)C(F)(F)F)c(N)s1,105,0.4
O=C(C1CCCN(S(=O)(=O)c2ccc(Br)s2)C1)N1CCN(Cc2ccc3c(c2)OCO3)CC1 (stereo not given),101,0.1

# (more compounds)
SMILES,PV pol inh,PV pol inh FP z-score
CCOCC(=O)Nc1nc2ccccc2s1,100,-0.3
COC(=O)CN1C(C(=O)c2ccccc2)=C(OC(=O)c2ccccc2)c2ccccc2S1(=O)=O,106,-0.1
CC(=O)OC1COC(n2nnc3c(NC(=O)C(F)(F)F)cccc32)C(OC(C)=O)C1OC(C)=O (stereo not given),104,0.2
CCn1c(COC(=O)Cc2n[nH]c(=O)c3ccccc23)nc2cc(S(=O)(=O)N(C)C)ccc21,101,0
CC(C)(C)c1ccc(NC(=O)CCSc2ccc3ccccc3n2)cc1,102,0.3
CC(=O)Nc1c(C)nn(-c2ccccc2)c1N1CCC(C(=O)Nc2cc(F)ccc2F)CC1,112,1
N#CC1=C(N)Oc2cc(O)ccc2C1C1CCCCC1 (stereo not given),104,0.3
COc1cccc(C(=O)NCCSc2c[nH]c3ccccc23)c1OC,100,0
CC(C)c1cnc2c(c1SCc1cccc(F)c1)c(=O)n(C)c(=O)n2C,110,0.4
O=C(CN1C(=O)C2(SCC(=O)N2c2cccc(Cl)c2)c2ccccc21)NCc1ccccc1 (stereo not given),111,0.5
CCOC(=O)c1sc(C)c2c(=O)[nH]c(-c3ccccc3)nc12,105,0.8
CC(C)n1c(SCC(=O)N2CCc3ccccc32)nc2c1c(=O)n(C)c(=O)n2C,103,0.3
CCCCC[C@H](O)/C=C/C=C\C=C\C=C\[C@@H](O)[C@@H](O)CCCC(=O)O,102&101,0.2&0.3
Nc1nc(SCC(=O)c2ccc(S(=O)(=O)N3CCCCC3)cc2)nc(-c2ccco2)n1,99,-0.7
COC(=O)c1cnc(N2CCN(c3ccc(OC)cc3)CC2)c2ccccc12,106,-0.3
Nc1ccccc1NC(=S)Nc1ccccc1C(F)(F)F,108,0.4
Cc1ccc(NC(=O)COC(=O)c2ccc3c(c2)NC(=O)C2CCCN32)cc1 (stereo not given),103,0.2
Nc1c(C(=O)Nc2ccc(Br)cc2F)sc2nc3c(cc12)N1CCC3CC1,104,-0.3
COC(=O)C1=C(O)CC(C(=O)OC)=C(O)C1,103,0.3
CC(C)Oc1ccccc1C1Nc2ccccc2C(=O)N1c1ccc2c(c1)OCCO2 (stereo not given),105,0.2
COc1cccc(-c2nnc(-c3ccccc3NS(=O)(=O)c3ccc(Cl)cc3)o2)c1,108,0.4
CN1c2ccccc2-c2nc(SCC(=O)Nc3ccccc3F)ncc2S1(=O)=O,102,0.6
O=C(Cn1c(C(=O)N2CCN(C3CCCCC3)CC2)cc2sccc21)c1ccccc1,101,-0.2
COc1ccc(CN(Cc2ccco2)C(=O)c2ccccc2F)cc1,111,0.6
Cc1nn2c(=O)cc(COC(=O)c3cccs3)nc2s1,104,-0.3
NC(=O)c1cc([N+](=O)[O-])cc([N+](=O)[O-])c1,99,-0.3
O=C(CC(NCCc1ccccc1)C(=O)O)Nc1ccc(O)cc1 (stereo not given),104,1.9
COc1cccc(NC(=O)CN(c2cccc(OC)c2)S(C)(=O)=O)c1,101,-0.1
CCC(C)c1ccc(S(=O)(=O)N2CCN(C(C)C(=O)NC3CC3)CC2)cc1 (stereo not given),101,-0.2
Cc1ccc2nc(Cl)c(CO)cc2c1,101,-0.3
CC(=O)Oc1ccc2c(=O)c(-c3cc4ccccc4o3)coc2c1,101,0.1
Cc1ccc(-c2nc(CSCC(=O)N3CCC(C(N)=O)CC3)c(C)o2)cc1,98,-0.9
CC1(C)OC(C)(C)/C(=C/c2c(Cl)cccc2Cl)C1=O,109,0.8
Cc1cccc(OCC(=O)N(Cc2cccs2)c2ccc(Cl)cc2)c1C,106,0
O=C(Nc1ccc(Cl)cc1)c1cccnc1C(=O)O,101,-1.3
CCc1ccc(C2N3CC4(C)CN2CC(c2ccccc2)(C3)C4=O)cc1 (stereo not given),109,0.6
O=C(NCCc1ccccc1)c1nc2ncccn2n1,101,0.2
COc1cccc(-n2c(CC(=O)NN)csc2=NCc2ccco2)c1,99,-0.6
CC(C)NC(=O)CC(=O)Nc1ccc2nc3n(c(=O)c2c1)CCCCC3,107,0.4
CCCC(=O)Nc1c2c(nc3ccccc13)N(Cc1ccccc1)CC2,100,-0.5
Cc1ccc(C)c(N2CCN(CCCNC(=O)Cn3c(-c4cccs4)cc4ccccc43)CC2)c1,112,0.3
Cc1cccc(OCc2nnc(SCc3nc4ccccc4c(=O)n3CC#N)o2)c1,118,2.5
Clc1nc(-c2cccs2)nc2ccccc12,99,-1.1
O=C(O)CCN1c2cccc3cccc(c23)S1(=O)=O,104,0.3
COc1ccc(-c2noc(CNS(=O)(=O)c3ccc(Br)cc3)n2)cc1OC,111,1.3
Cc1ccc2nc(N3CCOCC3)c(/C=C3\SC(=S)NC3=O)c(=O)n2c1,73,-5.1
CCn1c(C(=O)N2CCC(C(=O)NCCc3ccccc3)CC2)cc2sccc21,104,-0.7
CCOC(=O)N1CCN(C(=O)CNC2CCCC(C)C2C)CC1 (stereo not given),110,1
Cc1csc2c(NCCCN3CCOCC3)ncnc12,104,0.3
Cc1[nH]c(-c2ccc(F)cc2)cc1C(=O)NCCc1ccc(S(N)(=O)=O)cc1,102,0.3

# Given with two lines to a compound: entries from further up.
# Sequence of screens: PV pol inh, PV pol inh FP z-score
Cc1[nH]c(-c2ccc(F)cc2)cc1C(=O)NCCc1ccc(S(N)(=O)=O)cc1
 : 102, 0.3
Cc1cccc(OCc2nnc(SCc3nc4ccccc4c(=O)n3CC#N)o2)c1
 : 118, 2.5
COc1ccc(-c2noc(CNS(=O)(=O)c3ccc(Br)cc3)n2)cc1OC
 : 111, 1.3
CCn1c(C(=O)N2CCC(C(=O)NCCc3ccccc3)CC2)cc2sccc21
 : 104, -0.7

# Back to the main list; the two compounds before the break are reprinted first.
SMILES,PV pol inh,PV pol inh FP z-score
Cc1csc2c(NCCCN3CCOCC3)ncnc12,104,0.3
Cc1[nH]c(-c2ccc(F)cc2)cc1C(=O)NCCc1ccc(S(N)(=O)=O)cc1,102,0.3
Cc1cc2oc(C(=O)NCCc3ccc(S(N)(=O)=O)cc3)cc(=O)c2cc1C,110,0.6
COc1ccc(C2NC(c3ccc(OC)cc3)C(C)C(O)(Cc3ccccc3)C2C)cc1 (stereo not given),104,0.8
CCOc1ccc(CNC(=O)c2ccc3c(c2)c(C)c(C)n3C)cc1,107,0.1
Clc1cccc(Nc2nnc(Cc3cccnc3)c3ccccc23)c1,103,0.6
CCc1nc2ccccc2n1C(=O)c1cc2c(C)nn(-c3ccc(Cl)cc3)c2s1,107,0.5
COc1ccc(-n2c(/C=C/c3cccc4ccccc34)nc3ccccc3c2=O)cc1Cl,112,0.9
CC(=O)Nc1ccc(S(=O)(=O)N2CCN(CCC#N)CC2)cc1,101,0.2
CCOc1ccc2oc(=O)cc(CN3CCN(C(=O)c4cccc(Cl)c4)CC3)c2c1,109,0.3
CNC(=O)c1cc(-c2ccccc2)c(N2CCOCC2)s1,101,0.2
O=C(/C=C/c1ccccc1)OC1CCOC1=O (stereo not given),100,-0.3
C/C=C(/C)C(=O)O[C@H]1C(C)=C2[C@H]([C@@H]1OC(=O)CCCCCCC)[C@@](C)(OC(C)=O)C[C@H](OC(=O)CCC)[C@@]1(O)[C@H]2OC(=O)[C@@]1(C)O,101&100,-0.1&-0.1
Cc1ccc(-c2nn3c(=O)cc(CN4CCN(C(=O)c5ccc(C(C)(C)C)cc5)CC4)nc3s2)cc1,106,-0.5
CC(C)(C)C(=O)Nc1ccc(C(C)(C)C)cc1,109,1
Clc1ccc2oc(-c3ccccc3)cc(=NCc3cccnc3)c2c1,96,-1.5
O=C(Nc1cccc(Cl)c1)Nc1ccc(CSc2ccc(Cl)cc2)o1,103,0
CCCCNC(=O)/C=C1\Sc2ccccc2NC1=O,102,0.5
Clc1ccccc1Cc1cn2cc(-c3ccccc3)nc2s1,104,0.1
CN(C1CCCCC1)S(=O)(=O)c1ccc2ccccc2c1,97,-1
COC(=O)c1sc(C(F)(F)F)c(-c2ccccc2)c1S(=O)(=O)NC(C)(C)C,100,-0.4
CC1CCc2c(sc(NC(=O)c3ccc(Cl)s3)c2C#N)C1 (stereo not given),104,0.3
CC1C/C(=N/N=C2/NC(=O)CS2)CC(C)(C)C1 (stereo not given),101,0.1
CCOc1ccc(NC(=O)c2cc(OC)nc3ccccc23)cc1,101,0
O=C(NC1CCCC1)C1CCCN(C(=O)Nc2ccccc2)C1 (stereo not given),105,1.1
C=C(C)Cn1c(SCC(=O)Nc2cc(C)ccc2C)nc2sc3c(c2c1=O)CCCC3,102,-0.8

# High-throughput results (PubChem)

# Not all compounds are listed; the hit share may differ from the screen's.
